# Screens from PubChem.
# KCNK3 inh: human KCNK3 channel inhibition, primary screen; O14649; B-score at 10 µM; CHO-KCNK3 thallium flux, FluxOR fluorescence; active compounds read low; AID 602410; hit rate 0.84% among 340,000;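 active = B-score under library mean minus 4 SD, starting fluorescence ratio at most library mean plus 5 SD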;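 also: more negative B-score means stronger inhibition of thallium flux through KCNK3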
# Target sequence (O14649 whole entry, looked up): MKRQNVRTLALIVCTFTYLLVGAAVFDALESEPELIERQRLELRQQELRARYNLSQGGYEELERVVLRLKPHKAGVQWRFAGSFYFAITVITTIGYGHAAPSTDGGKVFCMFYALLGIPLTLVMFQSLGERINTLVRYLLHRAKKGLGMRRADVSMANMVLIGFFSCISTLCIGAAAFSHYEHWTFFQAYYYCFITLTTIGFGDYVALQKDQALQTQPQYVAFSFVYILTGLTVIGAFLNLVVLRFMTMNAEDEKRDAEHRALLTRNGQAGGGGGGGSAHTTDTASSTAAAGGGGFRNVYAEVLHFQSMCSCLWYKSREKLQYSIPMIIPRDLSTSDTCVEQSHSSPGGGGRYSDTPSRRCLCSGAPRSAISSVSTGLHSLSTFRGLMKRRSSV
# TRPC4 PAM: TRPC4 (mouse) allosteric potentiation | HEK293 TRPC4beta/mu-opioid, DAMGO EC20, Fluo-4 Ca2+ flux; active compounds read high | B-score at 10 µM | hit rate 0.42% among 310,000;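 active = B-score of calcium response area above 5 SD of library B-scores, with initial fluorescence ratio within 5 SD of library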;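 also: B-score of integrated fluorescence ratio over time as area under calcium response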
# ANO1 block: mouse TMEM16A channel inhibition, primary screen | Q8BHY3 | HEK293 TMEM16A/YFP iodide influx fluorescence, ionomycin | normalized B-score (activity score, 25-100; higher = stronger inhibition) at 10 µM | hit rate 1.2% among 310,000 | AID 588511;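 active = ratio plate-corrected score three or more library SD toward inhibition, starting fluorescence score within five deviations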;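 also: score derived from kinetic fluorescence span divided by baseline fluorescence per well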
# HDAC3 inh: human HDAC3 inhibition. recombinant HDAC3, fluorogenic peptide/trypsin coupled, fluorescence. inhibition, % at 8.3 µM. hit rate 0.15% among 320,000. AID 2718; in the data active = inhibition above about 26%, passing the limit was not always enough
# TRPC4 act: opens the mouse TRPC4 cation channel | hit rate 0.49% among 310,000 | AID 2237 | Q9QUQ5 | B-score at 10 µM | HEK293 TRPC4beta/mu-opioid, Fluo4 calcium fluorescence; active compounds read high;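 active = B-score above 5 SD of library B-scores, and initial fluorescence ratio not above library mean plus 5 SD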;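 also: positive B-score marks a calcium rise read as TRPC4 activation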
#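 System: HEK293 cells stably co-expressing mouse TRPC4beta and mu-opioid receptor; Schedule: Fluo4 dye loading 45 min at room temperature, 110 s recording; Detection: Fluo4 fluorescence, kinetic; Evaluation: B-scored integrated calcium fluorescence ratio; Controls: buffer (low) and maximal DAMGO (high).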
# KCNQ1 block: human KCNQ1 channel inhibition; CHO-K1 KCNQ1, FluxOR thallium flux fluorescence; active compounds read high; AID 2642; B-score at 10 µM; hit rate 1.3% among 310,000;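 active = compounds whose thallium flux B-score, printed positive for inhibition, exceeds three library SD while starting fluorescence stays within three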;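 also: channel opened by potassium depolarization with thallium stimulus after 20 min compound exposure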
# KCNQ1 pot: potentiators or activators of human KCNQ1 potassium channel; CHO-K1 KCNQ1, thallium flux FluxOR fluorescence; active compounds read high; B-score at 10 µM; hit rate 0.35% among 310,000; AID 2648;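 active = fluorescence ratio B-score, a plate-corrected score, at least three library SD, with initial intensity B-score within 5 SD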
#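 Assay system: CHO-K1 cells stably expressing KCNQ1. Medium: assay buffer for compound exposure, DMSO matched across wells. Timing: 37 °C overnight plating, 90-min dark dye load, 20-min compound pretreatment. Signal: kinetic FluxOR fluorescence, 10 s baseline plus 110 s post-stimulus.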
# KCNK9 block: inhibitors of human KCNK9 two-pore domain potassium channel | Q9NPC2 | HEK293 KCNK9, FluxOR thallium flux fluorescence; active compounds read low | B-score at 10 µM | hit rate 1.2% among 310,000 | AID 488922;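 active = ratio B-score over 3 SD below the library mean, with starting fluorescence within 5 SD of its mean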;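 also: negative B-score means less thallium flux so channel inhibition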
# Target sequence (Q9NPC2 whole entry, looked up, the tested form may be a part): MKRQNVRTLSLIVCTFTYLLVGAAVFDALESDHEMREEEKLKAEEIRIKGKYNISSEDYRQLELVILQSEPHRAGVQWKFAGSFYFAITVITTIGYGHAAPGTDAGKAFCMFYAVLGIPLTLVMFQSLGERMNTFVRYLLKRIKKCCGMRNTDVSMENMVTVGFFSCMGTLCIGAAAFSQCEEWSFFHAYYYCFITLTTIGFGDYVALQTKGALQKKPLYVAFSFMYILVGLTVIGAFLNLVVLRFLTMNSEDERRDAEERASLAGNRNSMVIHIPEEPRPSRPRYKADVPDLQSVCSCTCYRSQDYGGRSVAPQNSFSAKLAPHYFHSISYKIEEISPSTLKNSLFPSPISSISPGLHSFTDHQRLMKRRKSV
# ANO1 activ: mouse TMEM16A channel activation, primary screen; AID 623877; Q8BHY3; hit rate 0.3% among 340,000; HEK293 TMEM16A/YFP-H148Q/I152L, iodide quench fluorescence; active compounds read low; B-score at 10 µM;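 active = fluorescence-ratio B-score plate-corrected deviation score at least 3 library SD below zero, with starting fluorescence score within 5 deviations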;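 also: channel opened by trigger with iodide after compound preincubation; score built on the fluorescence ratio of max minus min over baseline; more negative score means more quench and so TMEM16A activation or potentiation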
# hERG rescue: compounds protecting human hERG from proarrhythmic drug block; activation (rescue from dofetilide block), less the hit threshold, % at 10 µM; hit rate 0.51% among 310,000; Q12809; AID 1511; CHO-hERG, FluxOR thallium flux, dofetilide IC70 present;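 active = activation above the mean of controls blocked by dofetilide plus 5 SD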;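 also: thallium influx through hERG after potassium depolarization seen as dye fluorescence rise; in these data hits start at about 4.7%; inactives centre near -7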
# DYRK1A inh: Dyrk1A (rat) kinase inhibition. Q63470. ADP-Glo luminescence, NFATc1 peptide. inhibition, % at 12.5 µM. hit rate 0.43% among 310,000. AID 504441; in the data active = inhibition above about 50%;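 also: plate controls were vehicle with enzyme for no effect and no enzyme for full effect; many of its hits are not listed in these tables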
# Starred values were filed as active, the others as inactive; i = inactive; . = no result given. A portion of the library; rates above refer to the full screens.
# Sequence of screens: KCNK3 inh	TRPC4 PAM	ANO1 block	HDAC3 inh	TRPC4 act	KCNQ1 block	KCNQ1 pot	KCNK9 block	ANO1 activ	hERG rescue	DYRK1A inh
> Cc1ccc([N+](=O)[O-])cc1N/C=C/C(=O)c1ccco1
→ i	i	i	-5	i	i	i	i	i	-3	1
> Cc1ccc(N(C(=O)CCC(=O)Nc2cc(C)on2)C(C(=O)NC2CCCC2)c2cccs2)cc1 (stereo not given)
→ i	i	i	4	i	i	i	i	i	-11	0
> Cc1nn(C(C)C(=O)NCCN2CCCCCC2)c(=O)c2nn(-c3ccccc3)c(C)c12 (stereo not given)
→ i	i	i	4	i	i	i	i	i	-5	-5
> CCCN1C(=O)SC(CC(=O)Nc2cccc3ccccc23)C1=O (stereo not given)
→ i	i	i	-2	i	i	i	i	i	-3	-8
> Cc1cc(C)nc(SCC(=O)Nc2nonc2N)n1
→ i	i	i	3	i	i	i	i	i	-5	-1
> Cc1cc(NC(=O)c2ccccc2C)ccc1NC(=O)c1ccccc1Cl
→ i	i	i	0	i	i	i	i	i	-7	0
> COc1ccc(Nc2ncc(C(=O)O)c3ccccc23)cc1
→ i	i	i	4	i	i	i	i	i	-7	5
> O=C(CCCCCCN1C(=O)c2ccccc2C1=O)N1CCC(c2ccccc2)C1 (stereo not given)
→ i	i	i	3	i	i	i	i	i	-11	-5
> Cc1c(NC(=O)Nc2ccc(Cl)cc2)c(=O)n(-c2ccccc2)n1C
→ i	i	i	4	i	i	i	i	i	-4	-6
> COc1ccc(C2(CNC(=O)c3ccc(OCC(C)C)cc3)CCOCC2)cc1
→ i	i	i	5	i	i	i	i	i	-4	1
> Cc1ccc2sc(N(CCN(C)C)C(=O)/C=C/c3cccs3)nc2c1C
→ i	i	i	10	i	i	i	i	i	-13	-1
> CC1CCc2c(sc3nc(CN4CCOCC4)nc(Sc4ccccc4)c23)C1 (stereo not given)
→ i	i	i	3	i	i	i	i	i	-6	5
> CCn1c(=O)c(C(C)=O)nc2ccccc21
→ i	i	i	-3	i	i	i	i	i	-5	-1
> O=C(Cc1ccccc1)NN1C(=O)C2C3C=CC(C4CC34)C2C1=O (stereo not given)
→ i	i	i	-2	i	i	i	i	i	-6	-6
> O=C(O)c1ccc(/C=N/NC(=O)c2ccc(CN3c4cccc5cccc(c45)S3(=O)=O)cc2)cc1
→ i	i	i	3	i	i	i	i	i	-10	2
> CCCOC(=O)c1ccc(NC(=O)c2ccccc2[N+](=O)[O-])cc1
→ -8.8*	i	i	0	i	i	i	-8.2*	i	-5	-1
> O=C(NC12CC3CC(CC(C3)C1)C2)c1cccc(OC(F)F)c1
→ i	i	i	9	i	i	i	i	i	-5	0
> O=C1C(=O)N(CCN2CCOCC2)C(c2cccnc2)/C1=C(/O)c1ccccc1 (stereo not given)
→ .	i	i	.	i	i	i	i	.	-8	.
> COc1ccc(CC(=O)OCC(=O)NCCc2ccccc2)cc1OC
→ i	i	i	-2	i	i	i	i	i	-5	-6
> O=C(O)C1CCN(C(=O)CSc2nc3ccccc3c(=O)n2Cc2ccccc2)CC1
→ i	i	i	-1	i	i	i	i	i	1	-1
> O=c1c2ccccc2nc(/C=C/c2cccnc2)n1CCc1ccccc1
→ i	i	i	4	i	i	i	-9.3*	i	-13	13
> CN(Cc1cccs1)c1nc(-c2cccnc2)nc2ccccc12
→ i	i	i	0	i	i	i	i	i	-20	.
> COc1ccc(OC)c(S(=O)(=O)Nc2cccc3c(O)cccc23)c1
→ i	i	i	5	i	i	i	i	i	-4	.
> COc1cc(/C=N/NC(N)=S)ccc1OCC(=O)Nc1ccc(C)cc1
→ i	i	i	-2	i	i	i	i	i	-3	16
> CCOC(=O)c1c(NC(=O)COC(=O)c2ccccn2)sc(C(=O)N(C)C)c1C
→ i	i	i	-1	i	i	i	i	i	-18	5
> Cc1nc(-c2ccc(F)cc2)c(CC(=O)N(C)CC(=O)Nc2ccccc2C(F)(F)F)s1
→ i	i	i	-7	i	i	i	i	i	-9	5
> CCOC(=O)c1cnn(-c2ccc(C(C)C)cc2)c1NC(=O)C1CCC1
→ i	i	i	3	i	i	i	i	i	-10	0
> Cc1nc2ccc(NC(=S)NC(C)C)cc2nc1C
→ i	i	i	2	i	i	i	i	i	-12	10
> CCCc1cc(CNC(=O)C2CCC(=O)N(CCc3cccc(F)c3)C2)on1 (stereo not given)
→ i	i	i	-1	i	i	i	i	i	-6	2
> COc1ccccc1-n1cnc(N)c1C(C)=O
→ i	i	i	-4	i	i	i	i	i	-3	6
> CC(C)(C)OC(=O)N1CCCC1C(=O)O (stereo not given)
→ i	i	i	-2	i	i	i	i	i	-9	-3
> CC(=O)NCCCc1nc2ccccc2n1Cc1ccccc1F
→ i	i	i	-3	i	i	i	i	i	-7	8
> COc1ccc(NC(=O)c2ccc(-n3cccn3)c([N+](=O)[O-])c2)cc1
→ i	i	i	5	i	i	i	i	i	-12	-1
> COc1ccc(-n2c(CN3CCC(C(N)=O)CC3)nc3ccc([N+](=O)[O-])cc3c2=O)c(OC)c1
→ i	i	i	-2	i	i	i	i	i	-8	4
> Cc1ccc(N(C)C(=O)CCS(=O)(=O)c2ccc3c(c2)oc(=O)n3C)cc1
→ i	i	i	-5	i	i	i	i	i	0	-3
> COC(=O)Nc1snnc1C
→ i	i	i	-1	i	i	i	i	i	-5	0
> CC(=O)Nc1scc(C)c1-c1nc2ccccc2s1
→ i	i	i	-7	i	i	i	i	i	-8	3
> CCC(=O)c1cc2c(cc1NC(=O)c1cccs1)OCCO2
→ i	i	i	-1	i	i	i	i	i	-14	-4
> CSc1ccc(C#N)cc1NC(=O)c1ccc(Cl)cc1Cl
→ i	i	i	-3	i	i	i	i	i	-6	-4
> O=C(/C=C/c1cccs1)Nc1nccs1
→ i	i	i	6	i	i	i	i	i	-6	0
> O=[N+]([O-])c1ccc2[nH]c(O)c(N=NC3CCS(=O)(=O)C3)c2c1 (stereo not given)
→ i	i	i	-1	i	i	i	i	i	-10	1
> O=C(O)c1ccccc1OCc1ccccc1Cl
→ i	i	i	4	i	i	i	i	i	-14	-5
> COc1ccccc1Cc1noc(COc2cccc(C)c2C)n1
→ i	i	i	8	i	i	i	i	i	-14	1
> O=C(NC1CCCCC1)c1cccc(S(=O)(=O)N2CCOCC2)c1
→ i	i	i	14	i	i	i	i	i	0	-12
> Cc1nc2nc(N)nn2c(C)c1C/C=C/c1ccccc1
→ i	i	i	3	i	i	i	i	-37*	0	.
> COc1cc(NC(=O)[C@@H]2CCCN2S(=O)(=O)c2cccc3cccnc23)cc(OC)c1OC
→ i	.	i	0	.	.	.	.	i	.	6
> COc1ccc(C2=Nn3c(C)nnc3SC2)cc1
→ i	i	i	-6	i	i	i	i	i	-3	2
> CC(C)(C)c1cc[n+](/C(C(=S)Nc2ccccc2F)=C(/[O-])c2ccc3c(c2)OCCO3)cc1
→ i	i	i	3	i	i	i	i	i	0	.
> Cc1cc(Cl)ccc1Nc1ncccc1C(N)=O
→ i	i	i	-3	i	i	i	i	i	-8	1
> COC(=O)c1ccc(CSc2nc3c(c(=O)n2-c2ccc(Br)cc2)SCC3)o1
→ i	i	i	3	i	i	i	i	i	-3	-8
> O=C1CN(C(=O)c2ccc3nc(Cc4cccc(Cl)c4)oc3c2)CCN1
→ i	i	i	4	i	i	i	i	i	-5	-7
> O=C(c1ccc(CS(=O)c2ccc(F)cc2)o1)N1CCN(C2CCCCC2)CC1 (stereo not given)
→ i	i	i	7	i	i	i	i	i	-2	-5
> CCN(c1ccccc1)S(=O)(=O)c1ccc(Cl)c(C(=O)NCCc2ccc(OC)cc2)c1
→ i	i	i	.	i	i	i	i	i	-10	-3
> COc1cc(C(=O)Nc2ccc(S(=O)(=O)Nc3nccc(C)n3)cc2)cc(OC)c1OC
→ i	i	i	2	i	i	i	i	i	-1	-1
> COc1ccc(C(C)(C)C)cc1NS(=O)(=O)c1cccc2cccnc12
→ i	i	i	12	i	i	i	i	i	0	-1
> O=C(C1CCN(C2CCN(Cc3ccc4c(c3)CCO4)CC2)CC1)N1CCCC1
→ i	i	i	0	i	i	i	i	i	-8	-2
> COc1cc(C)ccc1OCCOCCOc1cccc2ccc(C)nc12
→ i	i	i	-1	i	i	i	i	i	-3	6
> COc1ccc(NC(=O)C(=O)N2N=C(C(C)C)CC2(O)C(F)(F)F)cc1 (stereo not given)
→ i	i	i	-5	i	6*	i	i	i	2	-4
> CCOc1ccc(C(=O)NCC(=O)NCC(c2ccco2)N2CCCCC2)cc1OCC (stereo not given)
→ i	i	i	6	i	i	i	i	i	-10	-6
> C#CCN(Cc1ccco1)C(=O)c1ccc(OC2CCN(Cc3ccccn3)CC2)cc1
→ i	i	i	-1	i	i	i	i	i	-4	8

# Full records, looked up by structure. Values in the order: KCNK3 inh, TRPC4 PAM, ANO1 block, HDAC3 inh, TRPC4 act, KCNQ1 block, KCNQ1 pot, KCNK9 block, ANO1 activ, hERG rescue, DYRK1A inh
# CCC(=O)c1cc2c(cc1NC(=O)c1cccs1)OCCO2 as listed: i, i, i, -1, i, i, i, i, i, -14, -4
# COc1cc(C(=O)Nc2ccc(S(=O)(=O)Nc3nccc(C)n3)cc2)cc(OC)c1OC as listed: i, i, i, 2, i, i, i, i, i, -1, -1
# CN(Cc1cccs1)c1nc(-c2cccnc2)nc2ccccc12 as listed: i, i, i, 0, i, i, i, i, i, -20, .
# O=C1C(=O)N(CCN2CCOCC2)C(c2cccnc2)/C1=C(/O)c1ccccc1 (stereo not given) as listed: ., i, i, ., i, i, i, i, ., -8, .
# CCCOC(=O)c1ccc(NC(=O)c2ccccc2[N+](=O)[O-])cc1 as listed: -8.8*, i, i, 0, i, i, i, -8.2*, i, -5, -1

# Next section:
# Sequence of screens: KCNK3 inh	TRPC4 PAM	ANO1 block	HDAC3 inh	TRPC4 act	KCNQ1 block	KCNQ1 pot	KCNK9 block	ANO1 activ	hERG rescue	DYRK1A inh
> COCCNC(=O)c1ccc2c(c1)CCN2S(C)(=O)=O
→ i	i	i	2	i	i	i	i	i	-8	-5
> O=S(=O)(c1cccs1)N1CCCc2ccccc21
→ i	i	i	0	i	i	i	i	i	-13	4
> COc1ccc(-n2cc(-c3ccc(Br)cc3)[nH]c2=S)cc1
→ i	i	i	0	i	i	i	i	i	-10	-4
> CCCC(=O)NC(c1ccco1)c1c(O)ccc2ccccc12 (stereo not given)
→ i	i	i	-9	i	i	i	i	i	-9	6
> COc1ccccc1CNC(=O)CSCc1cnn(-c2ccccc2)c1-n1cccc1
→ i	i	i	7	i	i	i	i	i	-10	2
